Screens as filed in PubChem.
eLon inh = inhibitors of E. coli Lon protease, primary screen, biochemical, fluorescence polarization | P0A9M0 | purified E. coli Lon protease | inhibition, % at 7.94 µM | actives 0.42% (n = 360,000) | AID 602123, 2011; in the data active = inhibition above about 13%, passing the limit was not always enough;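 also: 0% = enzyme with probe and DMSO and 100% = no enzyme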
SKN-1 block = suppressors of acrylamide-induced Pgst-4::GFP reporter in worms, primary screen, SKN-1 inhibitor project, whole organism, uHTS, GFP/RFP fluorescence ratio, strain VP596 | actives 0.49% (n = 360,000) | C. elegans VP596 Pgst-4::GFP/RFP ratio, 24 h | inhibition, % at 21.8 µM;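 active = interference check ratio from 0.5 to 1.5 plus GFP to RFP signal ratio inhibition reaching or exceeding a fixed threshold, cut at about 30% in these data, passing the limit was not always enough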; also: some compounds called inactive have numbers as strong as hits
NRP1-CendR mod = modulators of CendR peptide binding to NRP-1, primary screen, biochemical, fluorescence polarization, uHTS. FAM-RPARPAR peptide binding to NRP-1. inhibition, % at 25 µM. actives 0.85% (n = 360,000). AID 602438, 2012;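 active = inhibition or corrected inhibition above about 18%, plus a signal ratio from 0.5 to 1.5, limit read from the data, passing the limit was not always enough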; also: strong numbers were not always called active
Neddyl block = inhibitors of cullin neddylation, primary screen, biochemical, TR-FRET, uHTS, NAE and Ubc12; actives 0.58% (n = 360,000); AID 651699, 2012; calls only at 25 µM; NEDD8-conjugating enzyme Ubc12 (Homo sapiens) + NEDD8-activating enzyme E1 regulatory …; in the data active = inhibition above about 36%
Target sequence (P61081 whole entry, looked up): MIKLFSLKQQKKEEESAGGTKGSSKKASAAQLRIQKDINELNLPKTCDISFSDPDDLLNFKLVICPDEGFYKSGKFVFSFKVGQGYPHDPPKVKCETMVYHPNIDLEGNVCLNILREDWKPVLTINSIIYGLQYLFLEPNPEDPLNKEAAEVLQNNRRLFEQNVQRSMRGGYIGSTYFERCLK
Target sequence (Q13564 whole entry, looked up): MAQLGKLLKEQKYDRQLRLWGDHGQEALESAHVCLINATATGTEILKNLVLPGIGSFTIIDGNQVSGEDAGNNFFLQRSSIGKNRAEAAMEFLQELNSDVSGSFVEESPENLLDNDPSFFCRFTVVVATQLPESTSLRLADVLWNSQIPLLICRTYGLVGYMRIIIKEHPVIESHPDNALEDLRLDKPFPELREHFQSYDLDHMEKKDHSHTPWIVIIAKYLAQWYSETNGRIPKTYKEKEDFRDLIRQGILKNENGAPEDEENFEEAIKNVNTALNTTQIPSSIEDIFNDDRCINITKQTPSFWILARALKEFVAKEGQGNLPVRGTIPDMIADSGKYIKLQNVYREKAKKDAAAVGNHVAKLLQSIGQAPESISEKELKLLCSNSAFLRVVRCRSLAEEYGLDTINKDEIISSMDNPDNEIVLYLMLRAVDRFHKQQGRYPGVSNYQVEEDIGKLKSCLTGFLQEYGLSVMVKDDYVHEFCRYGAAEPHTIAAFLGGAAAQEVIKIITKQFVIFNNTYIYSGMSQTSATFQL
Rin1 Abl inh = inhibitors of Rin1-Abl protein binding, primary screen, biochemical, TR-FRET. AID 588664, 2011. actives 0.4% (n = 360,000). inhibition, % at 7.35 µM; in the data active = inhibition above about 5%, passing the limit was not always enough
MsrA act = bovine MsrA enzyme activators, primary screen, biochemical, absorbance, HTS. actives 0.3% (n = 360,000). AID 602163, 2012. Methionine sulfoxide reductase A (Bos taurus). purified bovine MsrA, absorbance read-out. activation, % at 10.6 µM; in the data active = activation above about 7.5%;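 also: 0% = vehicle and 100% = reference activator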
MT1-MMP act inh = blockers of MT1-MMP proenzyme processing, primary screen, HT1080 RFP-PRO-GFP cells, GFP/RFP fluorescence; Matrix metalloproteinase-14 (Homo sapiens), P50281; GFP/RFP ratio fluorescence, overnight; percent of plate control window, DMSO zero; GFP/RFP ratio change, % at 20 µM; actives 0.061% (n = 360,000); AID 651647, 2012;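 active = GFP/RFP ratio change of at least 30% with cell ATP level not reduced by more than half and red fluorescence within 50% of control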; also: strong numbers were not always called active
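system = RFP-PRO-GFP reporter HT1080 cells | dosing = 20 µM single dose, 1% DMSO | timing = overnight cell settling, then overnight compound exposure, 37 °C, 5% CO2 | read-out basis = GFP/RFP fluorescence ratio | controls = DMSO and RFP-L50D-GFP cell wells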
FAS TE block = FAS thioesterase domain inhibitors, primary screen, biochemical, fluorescence intensity, uHTS; Fatty acid synthase (Homo sapiens), P49327; recombinant FAS-TE, OMFH fluorogenic substrate, fluorescence endpoint; inhibition, % at 15 µM; actives 0.67% (n = 360,000);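 active = compounds whose normalised, plate-corrected inhibition of enzyme fluorescence in the single-dose primary screen is 50% or more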;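 also: 0% = DMSO with enzyme and 100% = substrate without enzyme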
MsrA inhibitor = bovine MsrA enzyme inhibitors, primary screen, biochemical, absorbance, HTS; Methionine sulfoxide reductase A (Bos taurus); purified bovine MsrA, absorbance read-out; inhibition, % at 15.5 µM; actives 0.75% (n = 360,000); AID 651718, 2012; in the data active = inhibition above about 4.5%;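 also: 0% = vehicle wells with enzyme and 100% = reference inhibitor wells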
* marks the source's active call; other numbers are inactive results; i = inactive; nt = not tested or not shown.

SMILES	FAS TE block	MsrA inhibitor	Rin1 Abl inh	MT1-MMP act inh	NRP1-CendR mod	Neddyl block	MsrA act	eLon inh	SKN-1 block
Cc1cccc(CSc2ncccc2C(=O)O)c1	-15	-1.1	2	4	3	i	-3	-8	3
Nc1ccc(Br)cc1Br	-3	0.0	3	1	1	i	-2	3	15
COCc1cccc(-c2csc(C(NC(C)=O)c3ccc(F)c(F)c3)n2)c1 (configuration not stated)	9	0.5	-2	-6	-8	i	-1	15	13
Cc1cc(=O)oc2c(C)cc(C(C)(C)C)cc12	2	0.5	-2	-1	-6	i	-1	-6	27
O=C(NCC(c1ccco1)N1CCN(c2ccccc2F)CC1)c1ccco1 (configuration not stated)	0	0.5	1	3	3	i	-4	0	-2
CC1CCN(C(=O)Nc2cccc(NC(=O)N3CCC(C)CC3)c2)CC1	-4	0.5	-4	2	-11	i	-3	-1	15
O=C1C2C3C=CC(C3)C2C(=O)N1CCN1CCN(S(=O)(=O)c2ccc3ccccc3c2)CC1 (configuration not stated)	9	-0.8	-1	nt	7	i	-2	12	3
CCCCCC1CC(CC(C)C(=O)Nc2nncs2)C(=O)O1 (configuration not stated)	-7	-0.1	3	2	-12	i	-6	-3	-16
Cc1ccc(C(=O)Nc2cccc3cccnc23)cc1C	22	2.2	0	-3	-5	i	-10	-4	7
COc1ccc(CN=C2NN=C(c3ccc(Cl)cc3)CS2)cc1	-6	0.7	2	6	-6	i	-3	-9	15
COc1ccc(NC(=O)COC(=O)c2cc(C)oc2C)cc1OC	-2	0.9	3	1	-10	i	0	-4	12
C=CCn1c(SCC#N)nc2sc(CC)cc2c1=O	4	-0.1	3	1	-1	i	-3	-7	-1
COc1ccc(NC(=O)C2Cc3c(-c4cccc(C(C)=O)c4)ccnc3O2)cc1OC (configuration not stated)	-4	1.1	4	nt	-3	i	-9	11	-2
CSc1nc(N)nc(SCC(=O)Nc2ccc(Cl)cc2)c1C#N	43	0.1	1	3	0	i	-14	2	-1
C#Cc1ccc(NC(=O)C2(C)CCN2C(=O)C2(c3ccccc3)CC2)cc1 (configuration not stated)	17	-0.2	0	-4	2	i	0	6	10
Cc1cccc(NCc2ccccc2O)c1C	-1	-0.4	-2	-1	42*	i	15*	1	7
O=C(Nc1ccc(F)cc1)N1CCCN(c2nccc(C(F)(F)F)n2)CC1	4	-1.1	1	3	11	i	-2	-11	-1
Cc1nc(-c2ccccc2)sc1-c1ccn[nH]1	-2	0.9	0	-3	5	nt	-5	-8	21
Cc1cc(NC(=O)COc2ccccc2C)ccc1NC(=O)c1ccco1	0	0.7	-2	0	-5	i	-1	-4	-6
O=C(COC(=O)CCC(=O)Nc1nccs1)NCc1ccco1	-9	1.7	3	1	8	i	-12	3	0
Cc1cccc(Cc2nnc(CCC(=O)N(C)Cc3ccncc3C)o2)c1	-5	0.8	2	1	8	i	-2	3	3
Cc1ccc(Cl)cc1NC(=O)Cn1nc(-c2cccs2)ccc1=O	44	-0.2	0	6	3	i	-1	5	9
COc1ccc2c(c1OC)C(=O)N(c1ccc(C)cc1)C2	1	0.2	-3	2	-7	i	-2	3	-7
CCNC(=S)Nc1ccc2c(c1)c(=O)n(C)n2Cc1ccc(Cl)cc1	-2	0.0	2	-1	-9	nt	0	-17	10
CCOc1ccc(C(C)=O)cc1N1C(=O)C2C3C=CC(C3)C2C1=O (configuration not stated)	-2	nt	1	-6	0	i	-3	0	-21
CC(=O)N1CCOC12CCN(Cc1ccccc1)CC2	-6	-0.3	-5	-3	1	i	8.2*	-15	9
CCC(=O)Oc1ccc(C(=O)Nc2c[nH]c(=O)[nH]c2=O)cc1	-11	0.1	2	2	-13	i	-4	4	3
O=C1CCCC2=C1C(c1ccsc1)CC(=O)N2c1ccccc1F (configuration not stated)	-2	0.7	3	4	-13	i	-3	-3	6
OC(CNCCCN1CCCCC1)COc1ccccc1 (configuration not stated)	-7	0.4	2	-1	18	i	-11	-7	-23
C=CCc1ccccc1Oc1cc(OC)nc(N)n1	-3	-0.9	0	-6	9	i	0	4	7
CN(C)CCCNC(=S)N(CCO)Cc1cc2cc3c(cc2[nH]c1=O)OCO3	-4	2.7	2	2	4	i	-1	-4	10
COc1ccccc1CC(=O)N1CCC(n2nccc2NC(=O)C2CCOC2)CC1 (configuration not stated)	-3	-0.2	0	-5	-13	i	-3	-1	8
O=C(CCc1ccccn1)N1CCCC(Nc2cccc(F)c2)C1 (configuration not stated)	-5	-0.3	0	0	8	i	-13	4	8
O=C(Cn1c(=O)cnc2ccccc21)Nc1cccc(S(=O)(=O)N2CCOCC2)c1	-2	2.1	4	-1	-5	i	-6	-10	-11
Cn1c(SCC(=O)c2c(N)n(C)c(=O)n(C)c2=O)nnc1-c1ccccc1	-12	0.1	-1	3	4	i	-3	-1	10
CC(=O)c1cccc(NC(=O)c2ccc(C(=O)Nc3cccc(C(C)=O)c3)nc2)c1	-4	-0.9	-4	-1	0	i	-2	-3	4
S=c1[nH]nc(-c2ccccc2)n1Cc1ccccc1	-3	-0.6	-1	-9	4	i	1	5	30
O=C(NCc1csc(-c2cccs2)n1)c1cccc(Cl)c1	11	-0.9	2	1	16	i	-3	3	-3
Cc1ccc(C(=O)CSc2nc3ccc(C(=O)NCCN4CCCCC4)cc3c(=O)[nH]2)cc1	-10	0.3	0	-1	24	i	-2	-9	1
COc1ccc(C(=O)CN(C(=O)c2ccc(Cl)cc2)N2C(=O)C3CCCCC3C2=O)cc1 (configuration not stated)	38	-0.5	-2	2	4	i	-1	7	-3
CC(C)CC(c1nnnn1CC1CCCO1)N1CCN(c2cccc(Cl)c2)CC1 (configuration not stated)	19	0.7	-1	-7	16	i	-3	4	11
COc1ccc(NC(=O)CN2C(=O)NC3(CCCC3)C2=O)cc1OC	-1	-0.6	1	0	5	i	-1	2	-8
COCc1nnc(NS(=O)(=O)c2ccc(NC(C)=O)cc2)s1	-7	-0.7	0	6	-13	i	-4	4	-1
CC(=O)N1CCN(c2ccccc2NC(=O)c2ccc(-c3cccc([N+](=O)[O-])c3)o2)CC1	66*	0.0	-1	0	1	i	-2	4	4
O=C(Nc1ccc(Cl)cc1)C1(S(=O)(=O)c2ccccc2)CC1	-2	0.0	3	2	-10	i	-5	-3	-8
O=C(COc1ccc2c3c(c(=O)oc2c1)CCC3)NCc1ccccn1	-3	2.1	3	4	8	i	-5	-5	-11
CN[C@@H](C)C(=O)NC[C@H]1O[C@@H](n2cnc3c(=O)[nH]c(N)nc32)[C@H](O)[C@@H]1O	-5	0.8	5	-1	2	i	-1	1	0
CSc1nnc(-c2sc3cc(Cl)ccc3c2Cl)n1C	2	0.8	4	-5	8	i	-2	8	3
C=CCSc1nc2ccsc2c(=O)n1-c1ccccc1	11	1.5	-2	13	-6	i	0	0	5
CCc1cccc(NC(=O)CCCN2C(=O)NC(C)(C)C2=O)c1	-6	0.4	3	0	0	i	-3	-3	-7

Part of the list above, reformatted:
Order of values – FAS TE block	MsrA inhibitor	Rin1 Abl inh	MT1-MMP act inh	NRP1-CendR mod	Neddyl block	MsrA act	eLon inh	SKN-1 block
> O=C(CCc1ccccn1)N1CCCC(Nc2cccc(F)c2)C1 (configuration not stated)
  -5	-0.3	0	0	8	i	-13	4	8
> O=C(Cn1c(=O)cnc2ccccc21)Nc1cccc(S(=O)(=O)N2CCOCC2)c1
  -2	2.1	4	-1	-5	i	-6	-10	-11
> Cn1c(SCC(=O)c2c(N)n(C)c(=O)n(C)c2=O)nnc1-c1ccccc1
  -12	0.1	-1	3	4	i	-3	-1	10

(continued)
SMILES	FAS TE block	MsrA inhibitor	Rin1 Abl inh	MT1-MMP act inh	NRP1-CendR mod	Neddyl block	MsrA act	eLon inh	SKN-1 block
[O-][n+]1ccc(OCc2ccccc2)cc1	-4	-0.3	5	-1	-5	i	-3	6	-5
CC1=C(C(=O)OC2CCCCC2)C(c2ccco2)C2=C(CC(C)(C)CC2=O)N1 (configuration not stated)	3	-1.4	-3	0	1	nt	0	9	11
NC(=O)CSc1nnc(NC(=O)c2ccc3ccccc3c2)s1	-9	2.8	-4	7	3	i	-5	-3	-10
Cc1ccc(NC(=S)NCCO)c(C)c1	-4	-0.7	-4	-1	-3	i	-2	-12	14
N#Cc1ccccc1Cn1c(=O)n(CCC(=O)NCc2ccco2)c(=O)c2ccccc21	-9	0.9	-1	-1	0	i	-3	-3	0
O=C1NC2(CCCCCCC2)C(=O)N1Cc1ccc(F)cc1	3	-0.4	3	5	-5	i	-6	-17	7
CCc1cc(Cn2nc(-c3ccccc3)cc2C(=O)NCC2CC2)on1	7	1.1	2	-2	13	i	-3	-15	19
COc1ccc(COC(=O)C2=C(C)NC(=O)NC2c2ccccc2F)cc1 (configuration not stated)	1	-0.1	-1	-1	0	i	-3	-3	3
COc1cc(N)c(Cl)cc1C(=O)OCC(=O)Nc1ccc(N2CCOCC2)cc1	-1	-0.4	3	4	0	i	-6	1	1
Cc1cccc(NC(=S)Nc2cccc(C(F)(F)F)c2)n1	-6	0.0	0	-6	-3	i	-5	1	9
Cc1nc(-c2ccccc2)sc1C1(C)CC(c2c(Cl)cccc2Cl)=NO1 (configuration not stated)	28	0.9	2	1	-2	i	-3	-1	13
CCC(=O)N1CCc2cc(S(=O)(=O)CCC(=O)N3CCN(c4ccccc4)CC3)ccc21	0	0.7	6	1	6	i	1	3	1
